# GIRK2 activator: Activators of human GIRK2-containing channels; P48051; HEK293 GIRK2/NPY4 cells, thallium flux fluorescence; activation (% efficacy), % for hits at 37.5 µM; 34,000 tested, under 10 active; AID 1259324;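 active means primary screen hit, no activity in plain HEK293 cells, and in GIRK2-only cells above 5% efficacy rising with concentration; inactive means the rest, including fluorescent compounds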;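 further: efficacy is normalized control-subtracted fluorescence 15 s after thallium addition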
# Target sequence (P48051 whole entry, looked up): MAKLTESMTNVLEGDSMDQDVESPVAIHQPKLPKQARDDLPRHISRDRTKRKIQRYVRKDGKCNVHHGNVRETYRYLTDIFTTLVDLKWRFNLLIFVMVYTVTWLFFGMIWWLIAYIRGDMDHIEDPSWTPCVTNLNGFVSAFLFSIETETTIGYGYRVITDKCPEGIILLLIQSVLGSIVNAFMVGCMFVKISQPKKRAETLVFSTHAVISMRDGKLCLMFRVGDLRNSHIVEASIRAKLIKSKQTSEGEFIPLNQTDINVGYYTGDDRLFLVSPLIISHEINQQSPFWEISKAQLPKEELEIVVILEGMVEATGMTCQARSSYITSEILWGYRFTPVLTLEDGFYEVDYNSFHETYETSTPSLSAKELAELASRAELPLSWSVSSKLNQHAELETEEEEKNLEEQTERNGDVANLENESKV
# Calls only; i = inactive.
mol | GIRK2 activator
Cc1ccc(NC(=O)Cn2c(=O)n(Cc3ccc(F)cc3)c(=O)c3nccnc32)cc1Cl | i
O=C(Cc1c[nH]c2ccccc12)N1CCN(c2cc(-c3cccnc3)[nH]n2)CC1 | i
Cc1nn(-c2ccccc2)c2ncc(C(=O)Nc3ccc(Br)cc3)c(Cl)c12 | i
Cc1ccc(-n2nnc(C(=O)NC(C)C)c2-c2ccco2)cc1 | i
COc1ccc(Cl)cc1NC(=O)C(=O)NCC(c1cccn1C)N1CCOCC1 (stereo not drawn) | i
CNc1oc(-c2ccc(S(=O)(=O)N3CCC(C)CC3)cc2)nc1C#N | i
COc1ccc(S(=O)(=O)N2CCN(c3ccc(Nc4ccccn4)nn3)CC2)cc1 | i
Cc1ccc(S(=O)(=O)N2CCCC2C(=O)Nc2nnc(-c3cc(C)nn3C)o2)cc1 (stereo not drawn) | i
COCC(C)(O)CNC(=O)COc1ccc(Cl)cc1 (stereo not drawn) | i
CC(C)(C)C(=O)NCC(O)(c1ccccc1)C(F)(F)F (stereo not drawn) | i

# Two records picked at random from the list so far:
mol | GIRK2 activator
Cc1ccc(-n2nnc(C(=O)NC(C)C)c2-c2ccco2)cc1 | i
COc1ccc(S(=O)(=O)N2CCN(c3ccc(Nc4ccccn4)nn3)CC2)cc1 | i

# The main list resumes, repeating the 2 entries before the break.
mol | GIRK2 activator
COCC(C)(O)CNC(=O)COc1ccc(Cl)cc1 (stereo not drawn) | i
CC(C)(C)C(=O)NCC(O)(c1ccccc1)C(F)(F)F (stereo not drawn) | i
Cc1cc(N2CCOCC2)nc(SCC(=O)Nc2ccc(Cl)cc2Cl)n1 | i
Cc1ccc2nc3c(cc(C(=O)NCc4ccccc4)n3C)c(=O)n2c1 | i
O=C(NCCc1cn2c(n1)SCC2)C(=O)Nc1ccc2c(c1)OCCO2 | i
COc1ccc2nc(-c3ccc(OC)c(NC(=O)CC4CCCC4)c3)cn2n1 | i
CCCN1C(=O)NC2(CCN(S(=O)(=O)c3ccc(-c4ccccc4)cc3)CC2)C1=O | i
O=C(NCCOc1ccc(-c2ccc(F)cc2)nn1)c1ccco1 | i
O=S(=O)(NCCCCN1CCOC(c2ccccc2)C1)c1cc(Cl)ccc1Cl (stereo not drawn) | i
Cc1ccc(S(=O)(=O)N(C)CC(=O)Nc2ccccc2)cc1 | i
O=c1c2[nH]c3ccccc3c2ncn1Cc1ccccc1 | i
CCOC(=O)c1c(SCC(=O)NCCc2ccccc2)nc(=O)[nH]c1C | i
COc1ccc(Cl)cc1NC(=O)Nc1ccccc1NC(=O)c1ccco1 | i
CC(C)S(=O)(=O)c1ccc(C(=O)Nc2ccccc2C#N)cc1 | i
O=C(NC1CCCCCC1)c1ccco1 | i
COCCNC(=O)Cn1nc2c(c1NC(=O)/C=C\c1ccc3c(c1)OCO3)CSC2 | i
COC(=O)c1ccc(-c2csc(NC(=O)C3CCCN(S(C)(=O)=O)C3)n2)cc1 (stereo not drawn) | i
CCOC(=O)C1CCCN(C(=O)c2cc3c(=O)n(C)c(=O)n(C)c3s2)C1 (stereo not drawn) | i
Cc1cc(NC(=O)c2cccs2)n(-c2nc3c(cnn3-c3cccc(C)c3C)c(=O)[nH]2)n1 | i
O=C(Cn1nc2c(c1NC(=O)c1ccccc1F)CSC2)NCC1CCCO1 (stereo not drawn) | i
O=C(Nc1ccc(F)cc1)N1CCC(CNS(=O)(=O)c2ccc3c(c2)CCCC3)CC1 | i
COc1ccc2oc(=O)c(C(=O)NCCOC34CC5CC(CC(C5)C3)C4)cc2c1 | i
CC(C)(C)n1ncc2c(=O)n(CCC(=O)Nc3ccc4c(c3)OCO4)cnc21 | i
CCC(=O)N1N=C(c2ccc(C)cc2)CC1c1ccc2nccnc2c1 (stereo not drawn) | i
O=C(CSc1nnc(CCn2ccc(=O)[nH]c2=O)o1)Nc1ccccc1O | i
O=C(O)CC1CCCCN1S(=O)(=O)c1ccc(Cl)cc1 (stereo not drawn) | i
CCCOc1ccc(N2CCN(C(=O)c3cc(=O)c4ccccc4o3)CC2)nn1 | i
O=C1c2ccccc2C(=O)N1CCn1cnc(-c2ccccc2)cc1=O | i
Cn1nc(NC(=O)c2ccccc2Cl)c2c1NC(=O)CC2c1cccs1 (stereo not drawn) | i
Cc1nccn1CC1CCN(C(=O)NCCc2ccccc2)CC1 | i
CC(O)(CNC(=O)C(=O)NC1CCCC1)c1ccccc1 (stereo not drawn) | i
COc1ccc2c(CCNC(=O)CSc3nnnn3-c3ccccc3OC)c[nH]c2c1 | i
COc1ccc2nc(N3CC(C(=O)NCCc4cccs4)C3)sc2c1 | i
COc1ccc(OC)c(CNC(=O)Cc2nnc(-c3sccc3C)o2)c1 | i
CC(=O)Nc1sc2c(c1C(c1cccnc1)N1CCN(C)CC1)CCCC2 (stereo not drawn) | i
CC1C(=O)NCCN1C(=O)C1CCCN(S(=O)(=O)c2ccc(Cl)cc2)C1 (stereo not drawn) | i
COc1ccc(SCCC(=O)Nc2nc3cc4c(cc3s2)OCO4)cc1 | i
CC(O)(CNC(=O)COc1ccc(Cl)cc1Cl)c1ccc2c(c1)OCO2 (stereo not drawn) | i
O=C(Cn1cnc(-c2ccccc2)cc1=O)Nc1ccc(C(F)(F)F)cc1 | i
O=C(NC1CC1)C1CCCN(c2ccc(-n3cccn3)nn2)C1 (stereo not drawn) | i
COc1ccccc1OCC(=O)NCC(C)(O)c1ccccc1 (stereo not drawn) | i
CCCCOc1ccc(C(=O)NCc2nc(C)no2)cc1 | i
Cc1cc(=O)[nH]c(-n2nc(C)c(CCC(=O)NCc3ccccc3)c2C)n1 | i
O=C(CCn1cnc2c(cnn2-c2ccccc2)c1=O)N1CCN(c2ccccc2F)CC1 | i
COc1ccc(-c2cc(=O)[nH]c(SCc3nc(-c4ccccc4F)no3)n2)cc1 | i
Cc1ccc(N2CCN(C(=O)COc3nccc(C)n3)CC2)nn1 | i
CCOCCn1c(=O)c2c(nc3n2CCCCN3c2ccc(OCC)cc2)n(C)c1=O | i
COC(=O)c1ccc2c(=O)n(CC(=O)NCC3CCN(Cc4ccccc4F)CC3)c(=S)[nH]c2c1 | i
CC(=O)Nc1cccc(NC(=O)CN2C(=O)c3ccccc3S2(=O)=O)c1 | i
COc1ccc(S(=O)(=O)CC(=O)Nc2ccc3nc(SC)sc3c2)cc1 | i
CSc1ccccc1NC(=O)C(=O)NCC1(O)CCc2ccccc21 (stereo not drawn) | i
COc1cccc(-c2cc(CC(=O)N3CCc4ccccc4C3)no2)c1 | i

# Going on with the list.
mol | GIRK2 activator
COc1cc(C)c(C)cc1S(=O)(=O)N1CCOC(c2ccc(C(F)(F)F)cc2)C1 (stereo not drawn) | i
O=C1OC2CC1N(C(=O)c1nc3ccccc3s1)C2 (stereo not drawn) | i
COc1ccc(-c2nnc(NC(=O)CCc3ccccc3)o2)cc1OC | i
Cc1ccccc1Cn1ccc2ccn(CC(=O)Nc3ccc(F)c(Cl)c3)c(=O)c21 | i
Cc1c(Cc2ccccc2)sc(NC(=O)c2ccco2)c1C(N)=O | i
CCOc1ccc(-n2nnnc2CN2CCN(C(=O)c3c(F)cccc3Cl)CC2)cc1 | i
CCSc1ccccc1C(=O)Nc1ccc(C)c(N2CCCCC2=O)c1 | i
Cc1cc(C)n(CCNC(=O)C(=O)NCCc2ccccc2)n1 | i
Cc1ccc(S(=O)(=O)N2CCC(C(=O)Nc3nc4c(C)cc(C)cc4s3)CC2)cc1 | i
O=C(Nc1ccc(Cl)c(Cl)c1)N1CCC(N2CCCC2=O)CC1 | i
COc1cccc(S(=O)(=O)NCC(O)(c2ccccc2)C2CC2)c1 (stereo not drawn) | i
COc1cccc(C(CNC(=O)C(=O)NCc2ccccc2OC)N2CCOCC2)c1 (stereo not drawn) | i
Cc1cc(NC(=O)c2ccc(S(=O)(=O)N(C)C3CCCCC3)cc2)n(C)n1 | i
COc1ccc(-c2nnc3ccc(OCCNS(=O)(=O)c4ccccc4)nn23)cc1 | i
N#Cc1cnc2ccccc2c1N1CCC(Cc2ccccc2)CC1 | i
CN1C(=O)N(C)C2(CCN(C(=O)c3c(F)cccc3F)CC2)C1=O | i
O=C(Nc1nc(C(=O)N2CCOCC2)co1)c1ccco1 | i
CCOc1ccc(-c2noc(C3CC(=O)N(c4ccc5c(c4)OCO5)C3)n2)cc1 (stereo not drawn) | i
Cc1nc(-c2ccccc2)sc1C(=O)NCCCn1nc(-c2cccs2)ccc1=O | i
CC(C)(C)n1ncc2c(=O)n(NC(=O)C(c3ccccc3)c3ccccc3)cnc21 | i
Cc1nn(C2CCS(=O)(=O)C2)c2nc(-c3ccco3)cc(C(=O)NCCc3ccc(F)cc3)c12 (stereo not drawn) | i
O=S(=O)(/C=C/c1ccccc1)N1CCN(c2ccc(-c3cccs3)nn2)CC1 | i
CC(=O)Nc1cccc(NC(=O)CSc2ccc(NC(=O)C(C)C)nn2)c1 | i
CCc1ccc(C2=NN(c3ccc(S(N)(=O)=O)cc3)C(c3ccc(O)cc3)C2)cc1 (stereo not drawn) | i
COc1ccc(NC(=O)CN2N=NC3C(=O)N(c4ccc(Br)cc4)C(=O)C32)cc1Cl (stereo not drawn) | i
CC(C)(C)NC(=O)N1CCC(CNS(=O)(=O)c2ccc(F)c(F)c2)CC1 | i
Cc1c(Cl)ccc(S(=O)(=O)N2CCN(CCO)CC2)c1Cl | i
O=C(COc1ccccc1)N(Cc1ccsc1)C1CC1 | i
COC(=O)c1cccc(NC(=O)c2nnn(-c3ccccc3OC)c2C)c1 | i
CCNc1cc(NCCNC(=O)Nc2ccc3c(c2)OCO3)nc(C)n1 | i
Cc1ccc(S(=O)(=O)N(C)c2ccsc2C(=O)Nc2ccc(C#N)cc2)cc1 | i
O=C(CCN1C(=O)c2ccccc2S1(=O)=O)Nc1ccc(F)c(C(F)(F)F)c1 | i
COc1ccccc1-c1ccc(=O)n(CC(=O)Nc2ccc(F)c([N+](=O)[O-])c2)n1 | i
O=C(/C=C/c1cccs1)Nc1ncc(Cc2ccccc2F)s1 | i
Cc1ccc(-c2n[nH]n3c2nc(=O)c2ccc(C(=O)NCc4ccccc4Cl)cc23)cc1 | i
Cc1cc(C)n(-c2ccc(N3CCCC(C(=O)Nc4ccc5sc(C)nc5c4)C3)nn2)n1 (stereo not drawn) | i
O=C(Nn1cnc2c(cnn2-c2ccccc2)c1=O)C12CC3CC(CC(C3)C1)C2 | i
O=C(c1ccc(Br)o1)N1CCN(CCn2ccnc2)CC1 | i
COc1ccc(CC(=O)Nc2ccc(N3CCCC3=O)c(OC)c2)cc1OC | i
CCCOc1ccc(N2CCN(C(=O)c3ccc(OCC)cc3)CC2)nn1 | i
CCOc1ccc(C(=O)Nc2cccc(N3CCCCC3=O)c2)cc1OCC | i
O=S(=O)(NCC1(O)CCOc2ccccc21)c1ccc(Cl)s1 (stereo not drawn) | i
O=C(NCC1CCN(C(=O)Oc2ccccc2)CC1)Nc1ccccc1Cl | i
CC(=O)N1CCN(c2oc(-c3ccc(F)cc3)nc2S(=O)(=O)c2ccc(F)cc2)CC1 | i
O=C(Nc1ccc2c(c1)C(=O)N1CCCCC1CCO2)c1cc(-c2ccccc2)on1 (stereo not drawn) | i
CC(C)(C)NC(=O)CCC(=O)O | i
Cc1nnc(NC(=O)c2csc(Nc3cccc(Cl)c3)n2)s1 | i
CN(C)S(=O)(=O)N1CCN(Cc2nnnn2-c2cccc(F)c2)CC1 | i
O=C(O)c1cccnc1N1CCCCC1 | i
CS(=O)(=O)N1CCN(CCNC(=O)/C=C/c2ccccc2)CC1 | i

# Next section:
mol | GIRK2 activator
O=C(Nc1nccs1)C1CCN(c2ccc(-c3cccs3)nn2)CC1 | i
COc1cc(C(=O)Nn2cnc3c(cnn3-c3ccc(C)cc3)c2=O)cc(OC)c1OC | i
O=C(Nc1nc(CC(=O)N2CCN(c3ccccc3)CC2)cs1)c1ccc[nH]c1=O | i
COC(=O)CSc1nnc(-c2cccs2)o1 | i
O=C(NCC1CCN(C2CCCC2)CC1)C(=O)Nc1ccc2c(c1)OCCO2 | i
O=C(C1CC1)N(Cc1ccccn1)Cc1ccco1 | i
O=C1CCCN1c1cccc(NS(=O)(=O)c2cccc(Cl)c2)c1 | i
Cc1ccc(Oc2cccc(C(=O)NCCNc3cc(N4CCCC4)nc(C)n3)c2)nn1 | i
Cc1cc(C)c(S(=O)(=O)N(Cc2ccsc2)Cc2ccccn2)c(C)c1 | i
CC(=O)N1CC(C(=O)Nc2ccc(S(=O)(=O)Nc3ncccn3)cc2)C1 | i

# Part of the list above in a different format.
Structure: Cc1ccc2nc3c(cc(C(=O)NCc4ccccc4)n3C)c(=O)n2c1
  GIRK2 activator: i
Structure: O=C(NCCc1cn2c(n1)SCC2)C(=O)Nc1ccc2c(c1)OCCO2
  GIRK2 activator: i
Structure: COc1ccc2nc(-c3ccc(OC)c(NC(=O)CC4CCCC4)c3)cn2n1
  GIRK2 activator: i
Structure: CCCN1C(=O)NC2(CCN(S(=O)(=O)c3ccc(-c4ccccc4)cc3)CC2)C1=O
  GIRK2 activator: i

# Continued.
mol | GIRK2 activator
COc1ccccc1N1CCN(C(=S)Nc2ccc(S(C)(=O)=O)cc2)CC1 | i
O=C(CN1CCC(c2nnc(C3CC3)o2)CC1)NCCc1ccccc1 | i
COc1ccc(S(=O)(=O)c2cnc(SCC(=O)Nc3ccc(OC)cc3OC)[nH]c2=O)cc1 | i
CCOCC(=O)Nc1ccc(CC(=O)NCC(F)(F)F)cc1 | i
Cn1cccc1C(O)CNC(=O)C(=O)Nc1ccc2c(c1)OCCO2 (stereo not drawn) | i
O=S(=O)(c1ccc(F)cc1)N1CCN(c2ccc3nnc(-c4ccco4)n3n2)CC1 | i
CC1CCN(S(=O)(=O)c2ccc3nn(CCc4ccccc4)c(=O)n3c2)CC1 | i
COCCn1c(C)cc(C(=O)CN2CCOCC2)c1C | i

# Screening results from PubChem.

# Only part of the results is shown; the hit share may differ from the screen's.
